# RmlCD inh 1536: M. tuberculosis RmlC/RmlD inhibition; P9WH09+P9WH11; AID 1533; RmlC+RmlD coupled enzyme assay, percent inhibition; primary screen in compound mixtures; inhibition, % at 3.6 µM; hit rate 0.03% among 160,000; in the data active = inhibition mostly above about 34%, no sharp cut-off; also: some results filed as inactive read as strong as hits
# Target sequence (P9WH09 whole entry, looked up): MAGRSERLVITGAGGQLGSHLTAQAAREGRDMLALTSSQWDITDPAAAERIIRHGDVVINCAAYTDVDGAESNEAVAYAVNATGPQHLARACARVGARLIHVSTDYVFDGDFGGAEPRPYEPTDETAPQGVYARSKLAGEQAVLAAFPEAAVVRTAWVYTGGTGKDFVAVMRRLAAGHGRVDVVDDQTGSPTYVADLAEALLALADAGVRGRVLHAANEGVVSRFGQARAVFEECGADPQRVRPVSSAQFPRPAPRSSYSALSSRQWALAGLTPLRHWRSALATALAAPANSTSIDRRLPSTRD
# Target sequence (P9WH11 whole entry, looked up): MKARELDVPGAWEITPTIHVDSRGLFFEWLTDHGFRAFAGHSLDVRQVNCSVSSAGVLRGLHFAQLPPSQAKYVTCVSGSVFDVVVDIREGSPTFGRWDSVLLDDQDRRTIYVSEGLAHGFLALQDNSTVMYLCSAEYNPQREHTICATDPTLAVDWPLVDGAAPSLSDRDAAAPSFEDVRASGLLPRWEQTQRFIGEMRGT
# M. tuberculosis GlmU: inhibition of mycobacterial GlmU enzyme – biochemical, glucosamine-1-phosphate acetyltransferase (AID 1376); M. tuberculosis GlmU acetyltransferase enzyme assay; higher % means a stronger effect; inhibition, %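 (tested at 30 µM in the primary screen)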; hits with a dose series show IC50 in µM; hit rate 0.25% among 220,000; in the data active = inhibition above about 13%;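 also: 0% = complete reaction with vehicle and 100% = reaction without substrate; strong numbers were not always called active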
# * marks the source's active call; other numbers are inactive results; x = no result given; & = joins results of further samples. A portion of the library; rates above refer to the full screens.
SMILES,RmlCD inh 1536,M. tuberculosis GlmU
O=C(NCCc1c[nH]c2ccccc12)C1CCN(c2nnc(N3CCCC3=O)s2)CC1,8.2,-3.4%
CCOc1ccc2oc(C(=O)NCC(C)(C)CN(C)C)c(C)c2c1,8.1,1.3%
COc1ccc(Cn2c(-c3ccc(C)cc3)nc3c(c(=O)c4ccccc4n3C)c2=O)cc1,3.3,0.0%
O=C(CN1C(=O)c2ccccc2S1(=O)=O)NCc1ccco1,11.7,-3.3%
CSc1ccccc1NC(=S)NC1CCCCC1,-21.9,5.0%
COc1ccc(OCC(=O)NCCc2c[nH]c3ccccc23)cc1,-8.2,2.1%
CN(C)CCCC(C)(O)C(C)(C)c1ccccc1 (stereo unspecified),10.8,-6.7%
CN1C(=O)NC(c2cccc(O)c2)C(C(=O)c2cccs2)C1(O)C(F)(F)F (stereo unspecified),6.8,-2.9%
Nc1n[nH]c2cc(=O)n(-c3cccc(C(F)(F)F)c3)nc12,-11.8,x
CCc1cccc(CC)c1NC(=S)NCC(c1cccnc1)N(C)C (stereo unspecified),8.8,2.7%
COc1ccc(Cl)cc1NC(=S)N1CCC(c2ccc(C)cc2)C1 (stereo unspecified),-6.6,3.9%
Cn1c(NCc2ccccc2)nc2c1c(=O)n(Cc1ccc(Br)cc1)c(=O)n2C,6.5,-0.5%
COc1ccc(S(=O)(=O)NN=C2CCCCC2)cc1,x,-0.1%
COc1ccc(OC)c(Nc2nc3ccccc3n3cnnc23)c1,-8.3,-2.2%
CC(C)N(Cc1nc(-c2ccc3c(c2)OCO3)no1)CC1CCC(=O)N1 (stereo unspecified),-12.2,4.0%
COC(=O)c1ccc(NCC(=O)N2CCCCCC2)cc1,0.7,-3.7%
Cc1ccc(SCc2nnc(NC(=O)c3ccccc3)s2)cc1,x,-5.8%
Cc1ccc(C(=O)NNC(=S)NC(=O)c2ccco2)cc1,16.8,-1.2%
COc1cccc(C(c2c(C)[nH]n(-c3ccccc3)c2=O)c2c(C)[nH]n(-c3ccccc3)c2=O)c1OC,-1.6,2.1%
Cn1c(C(=O)OC(C(=O)NC2CCCCC2)c2ccncc2)cc2sccc21 (stereo unspecified),8.1,-0.1%

# Arranged by SMILES length (low to high): some entries from above.
SMILES,RmlCD inh 1536,M. tuberculosis GlmU
COC(=O)c1ccc(NCC(=O)N2CCCCCC2)cc1,0.7,-3.7%
COc1ccc(OC)c(Nc2nc3ccccc3n3cnnc23)c1,-8.3,-2.2%
CC(C)N(Cc1nc(-c2ccc3c(c2)OCO3)no1)CC1CCC(=O)N1 (stereo unspecified),-12.2,4.0%

# In the list so far, these have a CF3 group.
SMILES,RmlCD inh 1536,M. tuberculosis GlmU
CN1C(=O)NC(c2cccc(O)c2)C(C(=O)c2cccs2)C1(O)C(F)(F)F (stereo unspecified),6.8,-2.9%
Nc1n[nH]c2cc(=O)n(-c3cccc(C(F)(F)F)c3)nc12,-11.8,x

# Next records.
SMILES,RmlCD inh 1536,M. tuberculosis GlmU
O=C(CCCSc1nc2ccccc2[nH]1)N1CCN(c2ccccc2)CC1,4.2,1.2%
O=[N+]([O-])c1ccc(NC(=S)NCCc2ccc(F)cc2)cc1,-5.8,-1.8%
CCOC(=O)C1=C(C)NC2=C(C(=O)CCC2)C1c1coc2ccccc2c1=O (stereo unspecified),4.6,0.8%
Cc1ccc(C(O)CN2C3=NCCN3c3ccccc32)cc1 (stereo unspecified),3.5,-1.4%
CN(CCc1cnn(C)c1)Cc1cn(C)nc1-c1ccccc1F,-10.1,-2.1%
COc1c(C)cc(C(=O)C2CCCN(C(=O)c3ccc4[nH]ccc4c3)C2)cc1C (stereo unspecified),-7.2,3.8%
CCc1cccc2c(C(=O)COC(=O)C3=NNC(=O)CC3)c[nH]c12,-12.1,3.1%
O=C(c1cc2cc([N+](=O)[O-])ccc2s1)N1CCOCC1,-10.9,-4.0%
COc1ccc(-c2nc3ccccc3s2)cc1,-11.4,-1.9%
O=C(COc1cccnc1[N+](=O)[O-])NCc1ccco1,x,4.1%

# One compound at a time (already shown).
# O=C(COc1cccnc1[N+](=O)[O-])NCc1ccco1 is listed as RmlCD inh 1536 = x; M. tuberculosis GlmU = 4.1%
# COc1ccc(S(=O)(=O)NN=C2CCCCC2)cc1 is listed as RmlCD inh 1536 = x; M. tuberculosis GlmU = -0.1%
# COc1ccc(Cn2c(-c3ccc(C)cc3)nc3c(c(=O)c4ccccc4n3C)c2=O)cc1 is listed as RmlCD inh 1536 = 3.3; M. tuberculosis GlmU = 0.0%

# Next section.
SMILES,RmlCD inh 1536,M. tuberculosis GlmU
COc1c(C)cc(C(=O)C2CCCN(Cc3cccc4nccnc34)C2)cc1C (stereo unspecified),x,-9.5%
COc1ccc(/C(C)=N\n2cnnc2)cc1,10.3,-2.1%
Cc1ccnc2c(N3C(=O)C4C5C=CC(C5)C4C3=O)cccc12 (stereo unspecified),x,5.0%
O=C(CSc1cccc[n+]1[O-])CSc1cccc[n+]1[O-],10.5,-6.5%
C/C(CC(=O)Nc1cc(Cl)ccc1C)=N\NC(N)=O,-2.7,-2.5%
CCn1c(C)cc(/C=C2\C(=O)NC(=O)N(c3ccccc3C)C2=O)c1C,x,3.6%
CS(=O)(=O)N(CC(=O)Nc1cccnc1)c1ccc2c(c1)OCCO2,2.1,2.1%
COc1ccccc1NC(=O)/C=C1\NC(=O)CS1,7.8,3.7%
CCOC(=O)c1ccc(N2CSC3=C(C#N)C(c4ccc(OC)cc4OC)CC(=O)N3C2)cc1 (stereo unspecified),3.2,1.9%
Cc1ccc(-c2nc3ccccc3c(=O)n2-c2ccccn2)cc1,-13.6,-1.1%
CCC(=O)Nc1ccc(S(=O)(=O)c2ccc(NC(=O)CC)cc2)cc1,8.2,-1.4%
Cc1cc(Br)ccc1SCC(=O)OCC(=O)NC1CCCC1,-8.6,2.8%
Cc1cc(OCC(=O)NC(C)C)cc(C)c1Cl,x,1.0%
O=C(NCc1ccco1)C(=O)NCC(c1ccco1)N1CCOCC1 (stereo unspecified),-9.3,1.5%
Cn1cccc1-c1nc2ccc(NC(=O)c3ccc([N+](=O)[O-])cc3)cc2[nH]1,-0.7,-2.4%
O=C(COC(=O)c1cc(Cl)cc(Cl)c1)NCCN1C(=O)CSC1=O,x,-4.4%
Cc1nc2ccccc2nc1OCc1ccc([N+](=O)[O-])cc1,-0.4,-4.0%
COc1ccc(CNC(=O)/C=C/c2ccc(S(=O)(=O)N3CCOCC3)cc2)cc1,-7.9,-2.9%
CCOc1ccccc1N1CCN(C(=O)CCCN2C(=O)c3cccc4cccc(c34)C2=O)CC1,36.6,6.2%
CN1CCN(CC(=O)N2CCn3c4c(c5cc(C6CCCCC6)ccc53)CCCC42)CC1 (stereo unspecified),x,-3.4%
Clc1ccc(OCCCCCN2CCCC2)c(Br)c1,-10.1,-5.7%
CCOC(=O)N/N=C/c1cn(Cc2ccc(Cl)cc2)c2ccccc12,-12.9,-0.3%
CCN(CC(=O)Nc1ccc2c(c1)OCCO2)CC(=O)Nc1cc(C)on1,x,0.1%
Cc1cc(C)cc(NC(=S)NCCCN2CCOCC2)c1,-13.2,5.9%
O=C(CCC1CCCC1)N1CCN(C(=O)c2ccco2)CC1,34.9,0.9%
CC(=O)N=c1sc2c3ccccc3ccc2n1C,x,-7.2%
CN(C)CCn1nnc2c(=O)oc3ccccc3c21,-0.8,-5.4%
COc1ccc(-c2nnco2)cc1OC,-0.9,x
Cc1[nH]c2ccccc2c1/C=N/NC(=O)c1cc(-c2cccs2)[nH]n1,2.0,-2.5%
CN(C)c1cc[n+](CC(=O)Nc2ccc([N+](=O)[O-])cc2Cl)cc1,5.2,-4.3%
O=C(N/N=C/c1ccncc1)c1cccc(N/N=C/c2ccncc2)c1,0.9,0.5%
C=CCn1c(CCNC(=O)c2ccccc2F)nnc1SCC(=O)Nc1nc2ccccc2s1,x,8.9%
COc1ccccc1NC(=O)C1=C(C)Nc2ncnn2C1c1ccc(C)o1 (stereo unspecified),x,0.8%
C=CCC1(O)C(=O)N2C(=C1C(=O)N1CCOCC1)c1ccccc1CC2(C)C (stereo unspecified),10.0,-0.7%
CCOc1ccc2[nH]c(=O)c(CN(Cc3ccccc3)C(=O)N3CCCC3)cc2c1,x,0.9%
CC(C)=CCN1CCN(Cc2c(C)nn(C)c2Cl)CC1CCO (stereo unspecified),11.8,-4.1%
Cc1cc(C(=O)NCc2nc(-c3ccccc3)no2)ccc1[N+](=O)[O-],x,-3.0%
CCn1nnnc1SCC(=O)NNC(=O)C1CCCCC1,6.1,-0.2%
Fc1ccc(-c2nc3c(-c4ccccc4)cnn3cc2CCN2CCOCC2)cc1,x,-4.8%
N=c1c2c(-c3ccccc3)c(-c3ccccc3)n(Cc3ccco3)c2ncn1Cc1ccco1,-5.4,6.4%

# Molecules from the list above that have bromine (three):
SMILES,RmlCD inh 1536,M. tuberculosis GlmU
Cn1c(NCc2ccccc2)nc2c1c(=O)n(Cc1ccc(Br)cc1)c(=O)n2C,6.5,-0.5%
Cc1cc(Br)ccc1SCC(=O)OCC(=O)NC1CCCC1,-8.6,2.8%
Clc1ccc(OCCCCCN2CCCC2)c(Br)c1,-10.1,-5.7%

# (list continues)
SMILES,RmlCD inh 1536,M. tuberculosis GlmU
COc1ccccc1NC(=O)C(=O)N1N=C(C(C)C)CC1(O)C(F)(F)F (stereo unspecified),x,1.1%
O=C(Nc1cccs1)Nc1ccccc1Br,-6.3,1.1%
O=C1c2oc3ccccc3c(=O)c2C(c2cccc(Br)c2)N1Cc1ccco1 (stereo unspecified),5.8,-7.5%
CCc1cccc(NC(=O)CCCSc2nc3ccccc3[nH]2)c1,2.0,-3.2%
CCSc1nnc(Cc2cc(=O)[nH]c(=O)[nH]2)n1-c1ccc(F)cc1,3.2,-3.4%
O=c1oc(-c2ccccc2)nc2ccsc12,-9.4,2.5%
Cc1ccc(N(CC(O)Cn2c3ccccc3c3ccccc32)S(C)(=O)=O)cc1 (stereo unspecified),6.2,12.4%
CN(C(=O)c1ccncc1)C1CCS(=O)(=O)C1 (stereo unspecified),15.3,7.2%
O=C(O)c1cccc(N2C(=O)c3cccc(Oc4ccc(Cl)cc4)c3C2=O)c1,x,-0.6%
O=C(OCCN1CCOCC1)c1cccnc1,12.4&6.5,2.7%&3.7%
O=C(Nc1nncs1)C1COc2ccccc2O1 (stereo unspecified),-2.9,-0.1%
O=C(O)C1CC(=O)N(Cc2ccccc2)C1 (stereo unspecified),-1.4,1.0%
Cc1nc2sc(-c3ccccc3)cc2c(=O)n1N,5.6,2.8%
O=C(Cc1csc(-c2ccccc2)n1)Nc1ccc(C(F)(F)F)cc1,5.9,-0.7%
COc1cc(/C=C2/SC(=S)N(CC(=O)Nc3cccnc3)C2=O)cc(OC)c1OC,5.8,-13.3%
CC(C)(C)C(=O)C(Cl)C(=O)Nc1ccccc1 (stereo unspecified),x,5.0%
COc1ccc(-n2c(COc3ccc4ccccc4c3)nnc2SCC(=O)NCc2ccco2)cc1,x,-1.6%
c1ccc(-c2nnc(-c3ccncc3)o2)cc1,6.2,1.2%
CCc1cccc2c3c([nH]c12)C(CC)(CC(=O)O)OCC3 (stereo unspecified),x,-4.3%
CCCCc1nc2ccccc2c(C(=O)O)c1C,9.9,-0.6%
Cc1cc(C)c2nc(C)cc(Nc3ccc(C(=O)N4CCOCC4)cc3)c2c1,-8.2,-6.8%
CCC(C)NC(=O)c1cnn2c(C)c3c(nc12)CCCC3 (stereo unspecified),-8.2,3.5%
CCCc1cc(C(=O)NCc2cccnc2)no1,-3.2,2.7%
CCOC(=O)c1cc(-c2cc3ccccc3o2)n[nH]1,-2.3,-1.5%
O=C(NCCN1CCOCC1)C(=O)NCC1CCCO1 (stereo unspecified),10.2,2.3%
COc1ccc(CCNC(=O)[C@@H](NC(=O)c2ccccc2F)C(C)C)cc1OC,x,-1.3%
c1ccc(CNc2ccc(CNc3ncn[nH]3)cc2)cc1,x,1.1%
COc1ccc(C2=Nn3c(nnc3-c3ccco3)SC2)cc1OC,x,-4.1%
COc1ccc(N2CCN(CCNC(=O)C3CCN(S(=O)(=O)c4cccs4)CC3)CC2)cc1,-9.1,2.2%
COc1c(Cl)cc(C(=O)NN)cc1Cl,5.3,2.4%
O=C(CNc1cc(S(=O)(=O)N2CCOCC2)ccc1N1CCCC1)NCc1ccco1,0.4,8.4%
CC(=O)c1ccc(NC(=O)NCc2ccc(F)cc2)cc1,-13.8,5.8%
CCCCc1c(O)nc(SCC(=O)NC(C)(C)C)n(-c2ccccc2C)c1=O,x,6.7%
O=C(O)c1cccnc1SC1CC(=O)N(c2ccc(OC(F)F)cc2)C1=O (stereo unspecified),-4.9,-1.2%
CN(C)c1ccc(/C=C/C(=O)c2c(O)c3ccccc3oc2=O)cc1,x,2.6%
C#CCOCCOCCOCCNc1nc(N2CCN(C(=O)[C@H](CCC(=O)O)n3cc(C(N)CC(C)C)nn3)CC2)nc(N2CCN(C(=O)[C@H](Cc3ccc(O)cc3)n3cc(C(N)CC(C)C)nn3)CC2)n1 (stereo partly specified),x,-0.6%
Cc1c(NC(=O)C(C)Sc2nnc(-c3ccccc3)o2)c(=O)n(-c2ccccc2)n1C (stereo unspecified),x,11.0%
Cc1cc(SCC(=O)OCC(=O)N2CCN(C(=O)c3ccco3)CC2)c(C)cc1Br,3.8,-8.5%
Cc1ccc2c(c1)c1c3n2CCCN(Cc2ccccc2)C3CCC1 (stereo unspecified),x,-4.0%
CCOc1cccc(-c2nc3cc(C)ccc3o2)c1,4.2,-4.2%
COc1ccc(C2CC(c3cccs3)=NN2C(=O)CSc2nnc(N)s2)cc1OC (stereo unspecified),-3.3,-2.5%
COc1ccc(-c2nc(C#N)c(NCc3cccnc3)o2)cc1OC,12.7,-1.5%
Cc1ccsc1C(=O)N1CCC(N2CCC(C(=O)NCC3CCCO3)CC2)CC1 (stereo unspecified),x,-1.3%
Cc1noc(C)c1C(=O)N1CCCc2ccccc21,-15.5,-6.1%
Cc1ccc(CSCc2nc3ccccc3[nH]2)cc1,6.9,3.7%
O=C(NCCN1CCCCC1)c1ccc(Cl)nc1Cl,x,-7.0%
O=C(NN1C(=O)C2CCCCC2C1=O)c1ccco1 (stereo unspecified),x,-0.1%
O=S(=O)(Nc1nc2ccccc2nc1N1CCN(c2ccccc2F)CC1)c1ccc(Cl)cc1,-6.5,7.2%
